# GPR55 activation – GPR55 agonists via beta-arrestin recruitment, primary screen, imaging, U2OS cells, beta-arrestin-GFP redistribution (AID 1961). activation, % at 10 µM; hits with a dose series show EC50 in µM. actives 0.048% (n = 290,000). U2OS GPR55 beta-arrestin-GFP redistribution imaging; higher % means a stronger effect;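 active means activation above 40% with more than 50 cells counted in the well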;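 further: U2OS osteosarcoma cells stably expressing GPR55 and beta-arrestin-GFP; plate controls were DMSO negative control for no effect and LPI positive control for full effect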
# GPR35 arrestin U2OS – GPR35 antagonists blocking zaprinast-driven arrestin recruitment, primary screen, imaging, U2OS, beta-arrestin-GFP, zaprinast agonist (AID 2058); U2OS GPR35 beta-arrestin-GFP translocation imaging, zaprinast antagonism; higher % means a stronger effect; one-dose inhibition, % at 10 µM; IC50 in µM for titrated hits; actives 0.052% (n = 290,000);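 active means inhibition of at least 50% with at least 30 cells and total cytoplasm GFP at most 10,000,000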
# AID2073 – inhibitors of Mint1-CaV2.2 protein interaction, biochemical, HTRF (AID 2073). HTRF protein-protein interaction, Mint1-CaV2.2; higher % means a stronger effect. inhibition, % at 20 µM, or IC50 in µM where a hit was titrated. actives 0.19% (n = 290,000); in the data active means inhibition mostly above about 51%, no sharp cut-off; further: some results filed as inactive read as strong as hits
# SIAH1 antagonists – Siah-1 peptide-binding antagonists, primary screen, biochemical, fluorescence polarization, rhodamine-plectin, uHTS (AID 1817); Siah-1 / rhodamine-plectin peptide fluorescence polarization; higher % means a stronger effect; displacement, % at 20 µM; hits with a dose series show IC50 in µM; actives 0.02% (n = 290,000);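 active means displacement of at least 50% at 20 µM, with a fluorescence ratio check between 0.3 and a set limit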;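 further: plate controls were Siah plus tracer with DMSO for no effect and tracer alone without Siah for full effect; strong numbers were not always called active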
# GPR55 LPI antagonism – GPR55 antagonists blocking LPI-driven arrestin recruitment, primary screen, imaging, U2OS, beta-arrestin-GFP, LPI agonist (AID 2013). U2OS GPR55 beta-arrestin-GFP translocation imaging, LPI antagonism; higher % means a stronger effect. inhibition, % at 10 µM; hits with a dose series show IC50 in µM. actives 0.13% (n = 290,000);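 active means spots per cell inhibited over 60%, with over 100 cells counted and total cytoplasm intensity under 500,000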;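 further: U2OS cells stably carrying GPR55 and arrestin-GFP stimulated by 5 µM LPI near EC80; imaged beta-arrestin-GFP aggregate spots per cell after agonist stimulation; plate controls were LPI-stimulated DMSO wells for no effect and DMSO wells without LPI for full effect; some results filed as inactive read as strong as hits; confirmed hits need IC50 under 10 µM and bright autofluorescent wells are also inconclusive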
# KOR beta-arrestin-1 – KOR antagonists, beta-arrestin recruitment, cell-based, luminescence, uHTS (AID 1778); one-dose inhibition, % at 10 µM; IC50 in µM for titrated hits; actives 0.091% (n = 290,000); KOR beta-arrestin recruitment, luminescence, antagonist mode; higher % means a stronger effect; in the data active means inhibition above about 50%; further: strong numbers were not always called active
# HIV fusion peptide – inhibitors of HIV fusion peptide binding, primary screen, biochemical, uHTS, fluorescence dequenching (AID 1986). cell-free peptide binding, fluorescence dequenching, 30 min; higher % means a stronger effect. inhibition, % at 20 µM; hits with a dose series show IC50 in µM. actives 0.3% (n = 290,000); in the data active means inhibition mostly above about 52%, no sharp cut-off; inactive means mostly below about 76%; further: some results filed as inactive read as strong as hits
# KOR beta-arrestin-2 – KOR agonists, beta-arrestin recruitment, primary screen, cell-based, luminescence, uHTS (AID 1777) | one-dose activation, % at 10 µM; EC50 in µM for titrated hits | actives 0.02% (n = 280,000) | KOR beta-arrestin recruitment, luminescence; higher % means a stronger effect; in the data active means activation above about 50%, passing the limit was not always enough; further: a part of the inactive calls stands beside numbers as strong as those of hits
# NOD1 NF-kB reporter – inhibition of NOD1-driven NF-kB reporter – cell-based, luminescence, uHTS, primary screen (AID 1578); NOD1-driven NF-kB luciferase reporter cells, luminescence; higher % means a stronger effect; inhibition, % at 4 µM, or EC50 in µM where a hit was titrated; actives 1% (n = 290,000); in the data active means inhibition mostly above about 36%, no sharp cut-off; inactive means mostly below about 34%;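 further: HEK-293T reporter cells stimulated with the NOD1 agonist gamma-tri-DAP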
# The depositor's hits bear a star; . = not tested or not shown; [ ] = another dose, or the depositor's remark. A portion of the library (hit frequency here may not be typical).
# Value order: GPR55 activation	GPR35 arrestin U2OS	AID2073	SIAH1 antagonists	GPR55 LPI antagonism	KOR beta-arrestin-1	HIV fusion peptide	KOR beta-arrestin-2	NOD1 NF-kB reporter
O=C(Nn1cc(C(=O)Nc2ccccc2F)c2ccccc2c1=O)c1cnccn1
  -0.3%	-8%	0%	-7%	17%	51%	-2.6%	-0.7%	47%*
Cc1cc(NC(=O)C2C3C(=O)N(Cc4ccc(Cl)cc4)C(C(=O)NC4CCCCC4)C34C=CC2(C)O4)no1 (configuration not stated)
  -0.1%	-7%	7%	5%	10%	14%	-1.9%	2.6%	8%
COc1ccc(C(C)NC(=O)c2ccc([N+](=O)[O-])cc2)cc1OC (configuration not stated)
  0.4%	-6%	4%	-2%	6%	0%	0.1%	-3.1%	-19%
CCCCc1cc(=O)oc2cc(C)cc(OCC(=O)Nc3cccnc3)c12
  -0.1%	-4%	21%	18%	-1%	-24%	4.7%	-4.2%	-18%
COc1ccc(CCNC(=O)c2n[nH]c3ccccc23)cc1
  0.0%	-10%	-1%	5%	11%	-6%	0.1%	1.3%	-7%
O=C(N/N=C/c1cccc([N+](=O)[O-])c1)C1CC(=O)N(c2ccc(F)cc2)C1 (configuration not stated)
  0.9%	0%	-7%	9%	2%	28%	1.5%	-3.5%	-26%
COC(=O)c1ccccc1NC(=S)NC(=O)C1CCCCC1
  -0.4%	-4%	-8%	-1%	4%	.	0.3%	-0.1%	-16%
CCN(CC)S(=O)(=O)c1cccc(C(=O)N/N=C/c2ccc(O)c(O)c2O)c1
  0.6%	0%	57%	45%	2%	.	51%	-0.4%	-20%
Cc1onc(-c2ccccc2Cl)c1C(=O)OCn1nnc2ccccc2c1=O
  0.3%	-9%	-3%	2%	-3%	-5%	-2.0%	1.3%	-20%
NC(=O)C1CCN(C2CC(=O)N(c3cccc(F)c3)C2=O)CC1 (configuration not stated)
  0.1%	-6%	5%	-1%	5%	7%	-0.2%	-0.3%	4%
OC(COc1ccccc1)CN1C2=NCCCN2c2ccccc21 (configuration not stated)
  0.9%	3%	1%	-3%	14%	15%	-2.5%	-2.8%	-28%
Cc1cc(=O)oc2c(C(=O)/C=C/c3ccccc3)c(O)ccc12
  -0.2%	-8%	12%	-3%	2%	-28%	-1.5%	-6.5%	31%
COC(CN(C)C(=O)c1ccc2c(c1)NC(=O)c1ccccc1S2)OC
  2.6%	10%	12%	6%	10%	-5%	1.3%	-0.9%	0%
O=C(NNC(=O)c1cccc(C(F)(F)F)c1)c1ccncc1
  0.4%	15%	10%	6%	12%	8%	0.7%	-5.7%	0%
COc1ccc(OC)c(C2CC(=O)Nc3n[nH]c(-c4ccccc4)c32)c1 (configuration not stated)
  -0.2%	-1%	-2%	1%	-6%	-37%[20 µM]	-0.4%	.	-33%
COC(=O)CCc1sc(Nc2ccccc2)nc1-c1ccc(OC)cc1
  1.3%	5%	-4%	2%	15%	-29%	3.3%	5.4%	-16%
O=C(/C=C\Nc1ccc2c(c1)OCO2)c1ccc2c(c1)OCO2
  -0.1%	13%	25%	4%	-2%	-18%[20 µM]	1.0%	-7.9%	-49%
O=C(O)CN(c1ccc(F)cc1)S(=O)(=O)c1ccc2c(c1)OCCO2
  -0.1%	23%	8%	0%	12%	-2%	0.6%	0.8%	-19%
CCc1c(C)nc2ncnn2c1N1CCC(C(=O)NCc2cccs2)CC1
  -0.1%	23%	4%	19%	8%	-22%[20 µM]	-1.4%	.	-1%
O=C(CC1C(=O)NCCN1Cc1ccc(F)cc1)NCCN1CCCc2ccccc21 (configuration not stated)
  0.3%	5%	-19%	0%	-7%	-16%	4.3%	-0.4%	-2%
CCC1=C(OC(=O)N(CC)CC)N2C(=O)OC(=NCCc3c[nH]c4ccccc34)[C@]2(Cc2ccccc2)[C@H]2C1=CC[C@H]1C(=O)N(C)C(=O)[C@H]12
  0.8%	11%	10%	6%	0%	-2%	-0.4%	2.2%	4%
COc1ccc(CNc2nc(C)cc(C)c2C#N)cc1
  -0.1%	-6%	9%	7%	-3%	-12%[20 µM]	1.0%	-2.9%	-18%
CCC(C)n1c(SC(C)C#N)nc2ccccc2c1=O (configuration not stated)
  0.1%	-2%	-5%	-1%	6%	17%	-2.2%	5.9%	4%
CCOc1cc(C2CC(=O)NC3=C2C(=O)C(C(=O)OC)C(C)C3)cc(Cl)c1O (configuration not stated)
  -0.1%	-2%	-19%	-1%	2%	0%	-3.0%	2.3%	-3%
CCCCCCCN1C(Nc2ccccc2)=NC[C@@H]1Cc1ccccc1
  0.4%	3%	-9%	-2%	14%	-56%[20 µM]	-0.2%	-0.1%	-6%
Cc1ccc(C#CC[N+]2(C)CCCCC2)cc1
  -0.1%	21%	11%	0%	6%	34%	-0.8%	-1.4%	-10%
Cc1ccc(/C=C/c2nnc(-c3ccccc3)o2)cc1
  -0.1%	8%	5%	-3%	-10%	-26%	1.2%	2.1%	-42%
CC(C)(C)C(=O)Nc1ccnn1C1CCN(C(=O)c2cccc(Cl)c2)CC1
  0.3%	3%	8%	5%	7%	23%	-2.4%	0.7%	-6%
C=CCOc1ccc(C2/C(=C(\O)c3c(C)[nH]c(C(=O)OC)c3C)C(=O)C(=O)N2CCN(C)C)cc1 (configuration not stated)
  -0.1%	2%	-2%	3%	7%	5%	0.2%	-2.9%	-34%
COc1cccc(CNC(=O)CCC2CCCN(C(=O)c3csc(C(C)C)n3)C2)c1 (configuration not stated)
  -0.2%	-13%	-7%	1%	0%	-9%	-0.8%	2.4%	-15%

# Part of the list above in another layout:
SMILES	GPR55 activation	GPR35 arrestin U2OS	AID2073	SIAH1 antagonists	GPR55 LPI antagonism	KOR beta-arrestin-1	HIV fusion peptide	KOR beta-arrestin-2	NOD1 NF-kB reporter
CCN(CC)S(=O)(=O)c1cccc(C(=O)N/N=C/c2ccc(O)c(O)c2O)c1	0.6%	0%	57%	45%	2%	.	51%	-0.4%	-20%
Cc1onc(-c2ccccc2Cl)c1C(=O)OCn1nnc2ccccc2c1=O	0.3%	-9%	-3%	2%	-3%	-5%	-2.0%	1.3%	-20%

# Remaining list, next part.
# Value order: GPR55 activation	GPR35 arrestin U2OS	AID2073	SIAH1 antagonists	GPR55 LPI antagonism	KOR beta-arrestin-1	HIV fusion peptide	KOR beta-arrestin-2	NOD1 NF-kB reporter
COc1ccccc1CNC(=O)C1=CCN(S(=O)(=O)c2ccc(C)cc2)CC1
  0.3%	2%	1%	3%	7%	-6%	0.4%	0.9%	1%
COC(=O)c1sc(=S)n(-c2ccc(Cl)cc2)c1C
  -0.1%	1%	10%	-6%	0%	-64%	-5.4%	-0.4%	30%
COc1ccc2cnnc(SCC(=O)Nc3ccc(C(C)=O)cc3)c2c1OC
  -0.2%	-1%	30%	-2%	11%	-33%	0.4%	2.5%	-22%
O=C1CSC(=S)N1/N=C/C=C/c1ccccc1
  0.0%	4%	30%	-5%	0%	8%	19%	-0.9%	-17%
CC(=O)Nc1ccc(NC2=Nc3ccccc3N3C2=Nc2c(c(C)nn2-c2ccccc2)C3c2ccccc2)cc1 (configuration not stated)
  -0.1%	2%	39%	-1%	7%	-1%	9.9%	-0.7%	99%*
COc1ccccc1N1CCN(C(=O)Nc2cccc(Cl)c2)CC1
  -0.2%	-3%	26%	2%	10%	21%	-2.0%	-11%	-20%
O=C(CC1(O)C(=O)N(Cc2ccccc2)c2ccccc21)c1ccncc1 (configuration not stated)
  -0.1%	-6%	-4%	0%	-6%	-164%	2.2%	5.3%	-12%
O=C(Nc1nc2ccccc2n1CCOc1ccccc1)c1ccco1
  -0.2%	6%	16%	-4%	-9%	-15%	3.0%	1.9%	36%
Cc1ccnc2nc(C(=O)N3CCN(S(=O)(=O)c4ccccc4)CC3)nn12
  -0.1%	-12%	3%	1%	-1%	7%	0.4%	1.9%	-16%
N/C(=N\OC(=O)c1cc(Cl)ccc1Cl)c1ccccn1
  24%	-2%	-2%	-4%	-9%	-58%	-0.2%	3.4%	10%
CCOC(=O)C1=C(C)N(C)C(=O)NC1c1c(C)nn(-c2ccccc2)c1C (configuration not stated)
  -0.1%	22%	-4%	-4%	14%	-4%	1.7%	-1.4%	2%
Cc1nc(SCC(=O)c2c[nH]c3ccccc23)n[nH]1
  -0.1%	2%	-2%	5%	-3%	24%	2.0%	-2.8%	-26%
COc1cccc(NC(=O)NCc2cccn2C)c1
  0.0%	-6%	2%	1%	9%	24%	0.5%	-0.1%	-30%
COc1ccc2[nH]cc(CCn3ccc(=O)c(C)c3C)c2c1
  0.1%	4%	9%	1%	1%	-15%	-0.8%	-1.9%	-1%
C(=NCCCN1CCOCC1)c1ccc2c(c1)OCO2
  -0.2%	11%	-2%	2%	-3%	-4%	-1.0%	-6.5%	-21%
Cc1cc(Br)ccc1OCC(=O)NNC(=O)c1cnccn1
  0.7%	4%	-2%	5%	2%	-16%	-0.2%	0.6%	-16%
CC(=O)n1cc(/C=N/NC(=O)c2ccc([N+](=O)[O-])cc2)c2ccccc21
  0.5%	13%	39%	-2%	-13%	6%	-1.6%	-2.7%	3%
Cn1cccc1CC(=O)N/N=C/c1ccco1
  -0.2%	10%	-8%	-3%	10%	-16%	8.2%	1.0%	-6%
Brc1ccc(-c2nnc3n2-c2ccccc2CC3)cc1
  -0.2%	-6%	-6%	5%	3%	1%	10%	.	-31%
CC(C)(C)c1ccc(/C=N/NC(=S)Nc2cccnc2)cc1
  -0.4%	-13%	0%	-5%	4%	3%	-0.5%	-1.9%	-23%
COc1ccc2c(c1)CCCN2S(=O)(=O)c1ccc(Cl)cc1
  -0.2%	22%	5%	-9%	-4%	20%	-0.7%	-5.1%	13%
COc1ccc(-c2cc(C(=O)NCCCn3ccnc3)no2)cc1
  0.5%	3%	4%	4%	2%	-25%	2.3%	6.9%	-30%
CSc1ccc(NC(=O)Nc2cc(C)ccn2)cc1
  -0.1%	6%	20%	6%	6%	18%	1.9%	5.5%	0%
CCOC(=O)Cn1cc(C(=O)c2cccs2)c2ccccc21
  -0.2%	-9%	12%	-6%	0%	-15%	-0.9%	0.5%	-12%
ON1C2CCCCC2N(O)C1c1ccccc1C(F)(F)F (configuration not stated)
  -0.1%	-2%	4%	4%	23%	26%	0.3%	-1.4%	-35%
O=C(c1cn(-c2ccccc2)nc1-c1ccccc1)N1CCN(c2ccccn2)CC1
  -0.1%	-8%	2%	2%	-3%	-48%[20 µM]	-0.2%	1.9%	-27%
Cc1cccc(N(CC(=O)NC2CCCC2)C(=O)CNC(=O)c2ccco2)c1C
  -0.1%	6%	1%	5%	-7%	11%	0.4%	-2.8%	10%
COc1ccc(C(=O)Nc2ccc(S(=O)(=O)N3CCCCC3C)cc2)c(OC)c1OC (configuration not stated)
  0.0%	0%	6%	-3%	-10%	-30%	0.7%	3.7%	7%
Cc1ccnc2nc(C(=O)Nc3ccc(S(=O)(=O)N4CCCC4)cc3)nn12
  -0.1%	16%	-2%	-2%	19%	.	-1.7%	0.3%	-12%
